Bioassay records (PubChem BioAssay)
KOR beta-arrestin-1: KOR agonists, beta-arrestin recruitment, primary screen, cell-based, luminescence, uHTS (AID 1777); KOR beta-arrestin recruitment, luminescence; higher % means a stronger effect; one-dose activation, % at 10 µM; EC50 in µM for titrated hits; 280,000 compounds, 0.02% hits; in the data active means activation above about 50%, passing the limit was not always enough; further: a part of the inactive calls stands beside numbers as strong as those of hits
NTR1 agonist: NTR1-driven beta-arrestin-GFP spot formation – imaging, U2OS cells, high content, primary screen (AID 493036) | P30989 | activation, % at 20 µM | 330,000 compounds, 0.17% hits | agonist mode;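 active means activation at or above 40% of the spot to cytoplasm intensity ratio, with at least 20 cells analyzed; inconclusive means wells under 20 cells, flagged as cytotoxic or low count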;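 further: 0% = DMSO without peptide and 100% = 100 nM NTR1 peptide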
Target sequence (P30989 whole entry, looked up): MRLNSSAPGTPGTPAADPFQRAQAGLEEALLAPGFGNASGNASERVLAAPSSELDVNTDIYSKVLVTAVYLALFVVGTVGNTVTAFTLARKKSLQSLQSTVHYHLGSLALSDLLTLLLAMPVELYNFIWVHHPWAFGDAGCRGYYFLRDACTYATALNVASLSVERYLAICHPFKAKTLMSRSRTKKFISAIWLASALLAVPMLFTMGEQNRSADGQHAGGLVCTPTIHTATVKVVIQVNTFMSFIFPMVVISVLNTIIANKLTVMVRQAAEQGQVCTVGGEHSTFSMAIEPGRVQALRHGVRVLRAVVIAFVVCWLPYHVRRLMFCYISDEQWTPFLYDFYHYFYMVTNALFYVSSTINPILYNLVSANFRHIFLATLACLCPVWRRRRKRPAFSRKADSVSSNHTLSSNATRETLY
GPR55 beta-arrestin: GPR55 agonists via beta-arrestin recruitment, primary screen, imaging, U2OS cells, beta-arrestin-GFP redistribution (AID 1961). U2OS GPR55 beta-arrestin-GFP redistribution imaging; higher % means a stronger effect. activation, % at 10 µM, or EC50 in µM where a hit was titrated. 290,000 compounds, 0.048% hits;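 active means activation above 40% with more than 50 cells counted in the well; inconclusive means wells holding fewer than 50 cells, flagged as toxic or sparse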;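 further: U2OS osteosarcoma cells stably expressing GPR55 and beta-arrestin-GFP; plate controls were DMSO negative control for no effect and LPI positive control for full effect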
Rac1 GTP hydrolysis: MgcRacGAP GTPase-activating activity inhibitors, confirmation, biochemical, ADP Hunter fluorescence. MgcRacGAP-stimulated Rac1 GTP hydrolysis, ADP Hunter fluorescence; higher % means a stronger effect; GST-tagged Rac1 F28L mutant substrate. one-dose inhibition, % at 30 µM; IC50 in µM for titrated hits. 340,000 compounds, 0.6% hits. AID 624330;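 active means first-screen hits whose inhibition reached a set limit at any dose in the follow-up dose series; inconclusive means inhibition above the set first-screen limit but never retested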;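 further: fluorescence reports GDP produced by GAP-driven GTP hydrolysis; strong numbers were not always called active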
KOR beta-arrestin-2: KOR antagonists, beta-arrestin recruitment, cell-based, luminescence, uHTS (AID 1778) | KOR beta-arrestin recruitment, luminescence, antagonist mode; higher % means a stronger effect | one-dose inhibition, % at 10 µM; IC50 in µM for titrated hits | 290,000 compounds, 0.091% hits; in the data active means inhibition above about 50%; further: strong numbers were not always called active
GPR55 LPI antagonism: GPR55 antagonists blocking LPI-driven arrestin recruitment, primary screen, imaging, U2OS, beta-arrestin-GFP, LPI agonist (AID 2013). U2OS GPR55 beta-arrestin-GFP translocation imaging, LPI antagonism; higher % means a stronger effect. inhibition, % at 10 µM, or IC50 in µM where a hit was titrated. 290,000 compounds, 0.13% hits;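 active means spots per cell inhibited over 60%, with over 100 cells counted and total cytoplasm intensity under 500,000; inconclusive means wells with under 100 cells, flagged as likely toxic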;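 further: U2OS cells stably carrying GPR55 and arrestin-GFP stimulated by 5 µM LPI near EC80; imaged beta-arrestin-GFP aggregate spots per cell after agonist stimulation; plate controls were LPI-stimulated DMSO wells for no effect and DMSO wells without LPI for full effect; some results filed as inactive read as strong as hits; confirmed hits need IC50 under 10 µM and bright autofluorescent wells are also inconclusive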
NOD1 NF-kB reporter: inhibition of NOD1-driven NF-kB reporter – cell-based, luminescence, uHTS, primary screen (AID 1578) | NOD1-driven NF-kB luciferase reporter cells, luminescence; higher % means a stronger effect | 290,000 compounds, 1% hits | one-dose inhibition, % at 4 µM; EC50 in µM for titrated hits; in the data active means inhibition mostly above about 36%, no sharp cut-off; inactive means mostly below about 34%;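 further: HEK-293T reporter cells stimulated with the NOD1 agonist gamma-tri-DAP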
K1F lysis inhibition: protection from phage-mediated lysis, alamar blue read-out – E. coli UTI89, K1F phage, bacterial capsule biogenesis inhibitors (AID 488966); one-dose inhibition, % at 100 µM; IC50 in µM for titrated hits; E. coli UTI89 K1F phage lysis, alamar blue, 2 h; higher % means a stronger effect; 340,000 compounds, 0.02% hits;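 active means phage lysis inhibition, versus mean bacterial control, above a set limit; inconclusive means no clear call, values can overlap the other calls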;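 further: capsule biogenesis inhibitors block K1F phage lysis so surviving cells raise fluorescence; higher fluorescence means more inhibition of phage lysis; actives were called in the ten point dose series up to 300 µM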
GPR35 arrestin U2OS: GPR35 antagonists blocking zaprinast-driven arrestin recruitment, primary screen, imaging, U2OS, beta-arrestin-GFP, zaprinast agonist (AID 2058) | U2OS GPR35 beta-arrestin-GFP translocation imaging, zaprinast antagonism; higher % means a stronger effect | one-dose inhibition, % at 10 µM; IC50 in µM for titrated hits | 290,000 compounds, 0.052% hits;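 active means inhibition of at least 50% with at least 30 cells and total cytoplasm GFP at most 10,000,000; inconclusive means under 30 cells or total GFP of 10,000,000 plus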
NTR1 agonist cell count 20 µM: recorded beside NTR1 agonist, whose call it bears; cell count; measured here: cell count, cytotoxicity flag
An asterisk follows results filed as active; ? = inconclusive; / = no result given; [ ] = remark or other dose. Only part of the results is shown. The share of hits here may be higher or lower than overall.

Each structure is followed by: KOR beta-arrestin-1	NTR1 agonist	NTR1 agonist cell count 20 µM	GPR55 beta-arrestin	Rac1 GTP hydrolysis	KOR beta-arrestin-2	GPR55 LPI antagonism	NOD1 NF-kB reporter	K1F lysis inhibition	GPR35 arrestin U2OS
CN1CCN(C(=O)c2ccc3c(c2)N(Cc2ccccc2)CCS3)CC1
 : /	0.4	63	0.0%	-4%	-10%[20 µM]	-8%	-2%	-1.9%	-4%
O=C1NC(c2ccccc2)=C(c2nc3ccccc3s2)C(c2ccccc2)N1 (stereo not given)
 : 3.7%	14	63	-0.2%	4%	42%	-3%	1%	2.2%	-32%
CC(C)(C)C(=O)N1N=C(c2ccc(NS(C)(=O)=O)cc2)CC1c1cccs1 (stereo not given)
 : 2.5%	1.9	102	-0.3%	5%	2%	1%	8%	-0.2%	16%
Fc1ccccc1C1CC(c2ccco2)=Nc2ccccc2S1 (stereo not given)
 : -0.3%	5.0	56	0.3%	29%	9%	2%	0%	0.6%	9%
CCC1=NN(C(=O)C(=O)Nc2ccc(OC)cc2)C(O)(C(F)(F)F)C1 (stereo not given)
 : -0.7%	-0.8	46	-0.2%	2%	11%	-6%	/	1.6%	-6%
COc1ccc(CCNC(=O)CCCOc2ccc(Cl)cc2)cc1OC
 : -1.2%	-1.2	52	0.7%	11%	23%	/	-5%	1.3%	2%
CCOc1ccc(S(=O)(=O)N(CC)CC(=O)NCc2ccncc2)cc1C
 : -1.7%	-0.1	46	0.6%	10%	-10%	12%	-10%	-0.2%	23%
CCCCN(CC)C(=O)c1ccc(Cl)c(Cl)c1
 : -3.4%	1.5	71	-0.1%	6%	32%	2%	-26%	0.2%	0%
CCOC(=O)N1CCN(S(=O)(=O)c2ccc(C)cc2)CC1
 : 1.4%	-0.2	72	0.6%	8%	-4%	0%	-14%	0.7%	2%
CC(C)C(C(=O)Nc1ccccc1)N1C(=O)c2ccccc2C1=O (stereo not given)
 : 0.7%	-1.9	54	-0.4%	1%	-16%	-5%	-7%	0.1%	4%
COc1ccc(OCC(=O)OCC(=O)N2CC(=O)Nc3ccccc32)cc1
 : 3.4%	3.8	53	0.2%	3%	10%	-19%	-13%	0.5%	-8%
Cc1cc2cc(CNC(=O)c3ccc(S(=O)(=O)N(C)C)cc3)ccc2n1C
 : -2.6%	2.6	60	0.4%	8%	-13%	-9%	11%	5.8%	7%
CCC(C)NC(=O)Cn1nc(C(F)(F)F)c2c1CCCC2 (stereo not given)
 : -0.2%	-7.0	92	-0.1%	2%	-17%	-1%	-38%	1.4%	-10%
Fc1cccc(Cl)c1-c1nnc2ccc(N3CCOCC3)nn12
 : -4.5%	-0.6	73	0.2%	3%	-3%	12%	-12%	0.3%	-3%
COc1ccc(-c2nc(CSCC(=O)NCc3ccco3)c(C)o2)cc1
 : 3.7%	-0.7	81	0.0%	11%	-4%	2%	16%	0.0%	-10%
COc1ccc(NC(=O)CCNC(=O)Cn2cnc3sc4c(c3c2=O)CCCC4)c(OC)c1
 : 3.6%	1.1	42	-0.2%	3%	-10%	-3%	-14%	0.0%	-11%
CCCCOc1ccc(C2C(C(=O)c3ccc(C)o3)=C(O)C(=O)N2Cc2ccco2)cc1 (stereo not given)
 : -1.7%	-0.8	62	-0.1%	14%	-14%	1%	0%	0.1%	10%
Cc1ccc2c(c1)N(C(=O)CCC(=O)N1CCN(c3ccccc3)CC1)CCO2
 : -3.6%	1.1	75	0.0%	11%	9%[20 µM]	-7%	-35%	3.4%	5%
CN(C)CCCNC(=S)Nc1ccc(Br)cc1
 : 1.6%	-0.4	48	-0.1%	-4%	2%	-7%	-10%	-1.0%	-3%
Cc1ccc2c(c1)c1nnc(SCC(=O)Nc3ccccc3C(F)(F)F)nc1n2CC(=O)O
 : -2.6%	-0.8	109	-0.3%	0%	6%	17%	-26%	0.0%	10%
Cc1ccc(S(=O)(=O)N2CCN(C(=O)c3ccc(OCc4c(C)noc4C)cc3)CC2)cc1
 : -0.9%	6.8	45	0.4%	13%	-10%	-3%	-6%	0.4%	-10%
Cc1ccc(-c2nnc(Nc3ccc(CC(N)=O)cc3)c3ccccc23)cc1S(N)(=O)=O
 : -0.8%	1.2	103	0.2%	9%	14%	6%	-9%	0.1%	13%
CC1CC1C(=O)OCC(=O)NCc1ccc(Cl)cc1Cl (stereo not given)
 : 1.4%	0.5	81	0.0%	1%	-30%	12%	-23%	0.3%	13%
CCOC(=S)SCC(=O)N1CCc2cc(OC)ccc2C1C1C(=O)CCCC1=O (stereo not given)
 : 2.8%	1.1	90	-0.5%	5%	26%	4%	64%	-0.2%	5%
COC(=O)c1[nH]c2cc(OC)ccc2c1NC(=O)c1c(F)cccc1F
 : -2.3%	1.1	42	0.0%	4%	/	28%	-1%	-0.3%	0%
CCOC(=O)c1cc(C(=O)OCC)c2cc(Br)ccc2n1
 : -1.9%	2.2	54	0.2%	7%	-3%	17%	-19%	0.0%	3%
CN(C(=O)N1CCN(S(=O)(=O)c2ccccc2)CC1)c1ccccc1
 : -0.8%	-0.8	52	0.1%	3%	-32%	-4%	-24%	0.4%	-6%
COC(=O)CCS(=O)(=O)c1nc(-c2ccccc2)cc(C(F)(F)F)n1
 : -6.2%	23	76	4.5%	0%	25%	6%	/	-2.0%	12%
Clc1ccc(-c2nnc(SCc3nc(-c4ccccc4)no3)o2)cc1
 : 1.5%	1.8	54	0.3%	-1%	19%	13%	14%	3.2%	-18%
Cc1ccccc1-c1nc(CN2CCCC(C(=O)NCc3cccnc3)C2)c(C)o1 (stereo not given)
 : -0.2%	-0.6	83	-0.1%	4%	-22%	-15%	10%	-0.1%	-14%
CCCN(CCC)C(=O)Cn1c(=O)n(CCCC(=O)NCc2ccco2)c(=O)c2sccc21
 : 6.4%	2.2	50	0.1%	11%	-8%	5%	-9%	-0.2%	-7%
CCOc1ccccc1C(C(=O)NC1CCCCC1)N(C(=O)c1csnn1)C1CC1 (stereo not given)
 : -2.6%	-0.7	38	-0.3%	8%	7%	-1%	-14%	-0.1%	2%
Cn1c(C(=O)N/N=C/c2ccccc2)cc2ccccc21
 : 2.7%	0.9	58	0.3%	12%	-11%	13%	-45%	-0.1%	2%
COc1ccc(-n2nc(C(=O)O)nc2-c2ccccc2)cc1
 : -0.4%	0.6	73	-0.2%	1%	-26%	6%	-1%	-0.2%	2%
CCOC(=O)CSc1ncc(OC)c(=O)[nH]1
 : -3.0%	-0.5	75	-0.3%	5%	17%	10%	-20%	0.7%	-14%
CC(=O)Nc1ccc(NC(=O)CN(c2cccc(C(C)=O)c2)S(C)(=O)=O)cc1
 : -5.7%	0.2	74	-0.2%	6%	-9%	5%	-16%	-0.6%	-9%
CCOC(=O)c1c(C)oc(NC(=O)CCl)c1C(=O)OCC
 : -1.5%	-1.2	36	-0.6%	6%	-23%	6%	-29%	-0.3%	-1%
O=C(NNC(=O)c1cc2cc3ccccc3nc2s1)c1cccc(Cl)c1
 : 0.0%	0.8	56	0.0%	4%	12%	0%	0%	0.4%	2%
O=C(Cn1nc(C(F)(F)F)c2c1CCCC2)NCCN1CCOCC1
 : -2.6%	0.8	78	0.2%	4%	36%	9%	-10%	0.3%	-11%
NC(=O)Cn1c(=O)n(CCCC(=O)NC2CCN(Cc3ccccc3)CC2)c(=O)c2ccccc21
 : -7.2%	-1.1	54	-0.1%	1%	15%	7%	-15%	0.5%	7%
CCOC(=O)[C@@H]1[C@H]2COc3ccccc3[C@H]2N2C(=O)N(c3cccc(Cl)c3)C(=O)[C@@]12C
 : -1.6%	0.9	110	-0.1%	4%	-28%[20 µM]	5%	-24%	-0.5%	-3%
COc1cccc(-c2nc(CCl)cs2)c1OC
 : -4.5%	1.3	44	0.0%	0%	-7%	8%	-32%	-0.2%	12%
CN1CCc2c(c3c(n2C)CCN(C)[C@H]3c2ccccc2F)[C@@H]1c1ccccc1F
 : 25%	/	/	-0.1%	/	-35%	17%	3%	/	-2%
CCOc1ccc(S(=O)(=O)Nc2ccc3c(c2)n(C)c(=O)n3C)cc1
 : -4.2%	0.9	45	?	6%	-6%	1%	26%	-0.6%	-1%
O=C(NNS(=O)(=O)c1ccc(Br)cc1)c1ccccc1-n1cccc1
 : 2.6%	0.8	79	-0.1%	2%	14%	-3%	-22%	-1.2%[50 µM]	3%
CCn1ncc([N+](=O)[O-])c1C(=O)Nc1nc2cccc(C)c2s1
 : /	2.3	95	-0.1%	4%	-8%[20 µM]	11%	-12%	0.4%	8%
Cc1ccc2oc(-c3ccccc3)nc2c1
 : -0.2%	0.9	41	0.3%	10%	-25%	62%	-79%	-0.4%	5%
Cc1cc([N+](=O)[O-])ccc1NC1CCCC1
 : -1.2%	1.2	70	0.2%	5%	/	2%	-17%	0.3%	-9%
NS(=O)(=O)c1ccc(CCNC(=O)c2ccccc2Cc2ccccc2)cc1
 : 1.5%	1.8	49	0.0%	10%	-24%	0%	-28%	-0.2%	-8%
COc1ccc(S(=O)(=O)n2ccnc2)c2cccnc12
 : -3.2%	-2.6	78	-0.3%	1%	28%	11%	-5%	1.4%	-20%
COc1ccc(O)c(C(=O)c2cnn(-c3ccc(Cl)cc3)c2)c1
 : 1.9%	4.3	57	-0.1%	12%	-8%	-4%	-32%	0.1%	10%
NC(=O)C1CCCN1 (stereo not given)
 : 3.2%	0.7	37	-0.4%	5%	-21%	3%	-58%	0.0%	1%
